From PubChem
C8 TRAIL sens: caspase-8 TRAIL sensitization; NB7+C8 cells + TRAIL, ATPlite viability luminescence; inhibition (viability loss, TRAIL sensitization), % at 10 µM; 1% of 360,000 active; AID 624354;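 active = compounds causing at least 50% loss of cell viability in the single-dose screen, relative to plate controls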
TWEAK Fn14 block: inhibitors of TWEAK-Fn14 interaction signaling; TWEAK-stimulated Fn14 reporter cells, luciferase luminescence, 8 h; inhibition, % at 10 µM; 2% of 360,000 active; AID 1159606; in the data active = inhibition above about 50%
TROY NFkB inh: blocks TROY-dependent signaling in reporter cells; Q293 LMP1-TROYcd NF-kB luciferase reporter, 4 h; inhibition, % at 10 µM; 0.98% of 360,000 active; AID 1347056;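 active = compounds whose plate-normalised and pattern-corrected inhibition of the luciferase reporter signal at the single screening dose is 50% or more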
NCOA3 inh: inhibitors of human steroid receptor coactivator 3 (SRC3) | HEK293 GAL4-SRC3 luciferase reporter, luminescence | inhibition, % at 3.6 µM | 0.17% of 360,000 active;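 active = inhibition above a per-campaign cutoff, the mean of all compounds plus 3 SD, cut at about 60% in these data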;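 also: 0% = DMSO-treated cells and 100% = gossypol-treated cells at 36 µM; higher means less SRC3-driven luciferase light from the GAL4 reporter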
TLR9-MyD88 inh: TLR9-MyD88 interaction inhibition. Q9NR96+Q99836. CHO BLA complementation TLR9-MyD88, CCF4 FRET ratio. inhibition, % at 4.98 µM. 0.21% of 340,000 active. AID 504734;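 active = inhibition above the mean over all tested compounds plus 3 SD, cut at about 21% in these data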;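 also: 0% = DMSO only wells and 100% = clavulanate BLA inhibitor control wells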
LRH-1 inv ag: suppresses constitutive activity of human LRH-1. O00482. HEK293T StAR-luciferase reporter, LRH-1 transfected, 24 h. inhibition, % at 3.6 µM. 0.13% of 360,000 active;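 active = inhibition above the mean inhibition of all tested compounds plus 3 SD, cut at about 73% in these data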;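 also: 0% = DMSO wells and 100% = reporter-only cells lacking LRH-1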
Target sequence (O00482 whole entry, looked up): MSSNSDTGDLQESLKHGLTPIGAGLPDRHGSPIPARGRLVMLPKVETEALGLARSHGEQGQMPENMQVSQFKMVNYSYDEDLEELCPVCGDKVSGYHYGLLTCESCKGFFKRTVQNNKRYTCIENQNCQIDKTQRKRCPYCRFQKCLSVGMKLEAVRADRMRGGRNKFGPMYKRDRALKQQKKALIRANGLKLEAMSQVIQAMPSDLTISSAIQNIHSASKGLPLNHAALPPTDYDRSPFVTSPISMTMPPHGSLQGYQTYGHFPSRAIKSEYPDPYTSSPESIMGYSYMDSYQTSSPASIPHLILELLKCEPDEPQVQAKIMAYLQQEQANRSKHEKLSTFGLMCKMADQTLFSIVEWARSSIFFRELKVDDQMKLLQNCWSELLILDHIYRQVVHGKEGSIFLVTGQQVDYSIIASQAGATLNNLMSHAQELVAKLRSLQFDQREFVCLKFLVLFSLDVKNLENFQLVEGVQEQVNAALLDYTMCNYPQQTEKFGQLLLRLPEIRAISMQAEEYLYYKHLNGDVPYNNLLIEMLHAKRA
NCOA1 inh: inhibits human SRC1 coactivator; Q15788; HEK293 GAL4-SRC1 luciferase reporter, luminescence; inhibition, % at 3.6 µM; 0.12% of 360,000 active; AID 588354;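 active = inhibition above the campaign mean plus 3 SD, with each screening campaign given its own cutoff, cut at about 60% in these data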;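 also: 0% = DMSO treated cells and 100% = gossypol at 36 µM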
NOD2 RIPK2 PPI: inhibitors of human NOD2-RIPK2 interaction. inhibition, % at 4.98 µM. CHO BLA complementation NOD2-RIPK2, CCF4 ratio. 0.38% of 360,000 active. O43353; in the data active = inhibition above about 21%;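 also: 0% = vehicle only and 100% = reference blocker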
NCOA2 inhibitor: inhibits human steroid receptor coactivator 2 | 0.17% of 370,000 active | inhibition, % at 9 µM | HEK293 GAL4-SRC2 luciferase reporter, luminescence | AID 651957;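 active = inhibition above the mean inhibition of all tested compounds plus 3 SD, set per campaign, cut at about 52% in these data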;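 also: 0% = DMSO treated cells and 100% = cells given Gossypol at 36 µM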
NR2F2 inh: blocks human COUP-TFII nuclear receptor; P24468; HEK293T NGFI-A luciferase reporter, luminescence; inhibition, % at 8.6 µM; 0.7% of 370,000 active; AID 686940;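 active = inhibition above a per-plate cutoff, mean inhibition of test wells between control levels plus 3 SD, cut at about 38% in these data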;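 also: cells cotransfected with COUP-TFII expression vector driving the NGFI-A reporter; 0% = median of COUP-TF2 test wells and 100% = reporter-only cells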
Target sequence (P24468 whole entry, looked up): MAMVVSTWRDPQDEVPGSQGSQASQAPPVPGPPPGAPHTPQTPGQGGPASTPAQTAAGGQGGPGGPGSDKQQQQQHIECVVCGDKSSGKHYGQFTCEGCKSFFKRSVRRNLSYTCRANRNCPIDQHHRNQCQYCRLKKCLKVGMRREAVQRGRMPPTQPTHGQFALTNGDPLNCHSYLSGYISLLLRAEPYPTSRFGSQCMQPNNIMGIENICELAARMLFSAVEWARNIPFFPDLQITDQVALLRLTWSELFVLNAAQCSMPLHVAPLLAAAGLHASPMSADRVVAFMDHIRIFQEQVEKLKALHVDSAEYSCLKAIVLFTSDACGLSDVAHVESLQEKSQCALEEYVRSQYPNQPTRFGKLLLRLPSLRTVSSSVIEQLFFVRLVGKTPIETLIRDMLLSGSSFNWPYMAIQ
EBV LMP1 NFkB: reduces LMP1-driven NF-kappaB luciferase signal; LMP1-induced NF-kappaB luciferase reporter cells, luminescence; inhibition, % at 12.5 µM; 0.69% of 350,000 active; in the data active = inhibition above about 41%;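 also: 0% = neutral control wells and 100% = reference inhibitor control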
An asterisk follows results filed as active; . = not tested or not shown; & = joins results of further samples. This is a subset, so the mix of outcomes need not match the whole.

SMILES	C8 TRAIL sens	TWEAK Fn14 block	TROY NFkB inh	NCOA3 inh	TLR9-MyD88 inh	LRH-1 inv ag	NCOA1 inh	NOD2 RIPK2 PPI	NCOA2 inhibitor	NR2F2 inh	EBV LMP1 NFkB
Cc1ccc(CNC(=O)c2ccc(Cl)c(S(=O)(=O)N3CCCCC3)c2)cc1	-2	22	8	4	3	5	-2	-6	-10	20	-3
CCn1c(N2CCN(C(=S)NC)CC2)nc2ccccc21	11	1	2	0	-3	7	7	-8	2	2	-4
CC1=CC(C)(C)NC(=S)N1c1cccc(C)c1	-8&1	11&5	10&27	0&2	-3&-13	12&-5	-10&-23	1&-3	-20&5	-9&12	-19&11
CCCCCC(=O)N1C[C@H](n2cc(-c3ccc(F)cc3)nn2)[C@@H](O)C[C@@H]1c1ccc(C)cc1	15	-7	6	9	1	8	7	-1	26	2	0
CCOC(=O)c1c(NC(=O)c2ccccc2C)sc2c1CC(C)(C)OC2	0	25	3	-28	-2	-17	-4	-11	-2	-6	12
CC1CC1C(=O)OCC(=O)NCc1ccccc1Cl (stereo unspecified)	-11	-2	-16	9	-5	12	4	-5	-46	-8	-3
Cc1ccc2nc(C)cc(NCCO)c2c1	-13	-16	9	-9	2	2	-2	10	-7	-25	-53
Cc1ccc2[nH]c3c(=O)n(Cc4ccccn4)cnc3c2c1	9	-5	-6	4	3	-17	-7	-3	-5	12	4
Cn1cccc1Cc1nnc(SCC(=O)Nc2cccc(F)c2)n1-c1ccc(F)cc1	18	5	5	-18	-8	-8	-16	-4	-22	6	-1
CC(c1ccccc1)N1CCn2c(nc3cc(NC(=O)NC4CCCCC4)ccc32)C1 (stereo unspecified)	-2	-47	1	2	5	-28	-30	4	-2	-12	-23

Continued, starting with the last two of the part before.
SMILES	C8 TRAIL sens	TWEAK Fn14 block	TROY NFkB inh	NCOA3 inh	TLR9-MyD88 inh	LRH-1 inv ag	NCOA1 inh	NOD2 RIPK2 PPI	NCOA2 inhibitor	NR2F2 inh	EBV LMP1 NFkB
Cn1cccc1Cc1nnc(SCC(=O)Nc2cccc(F)c2)n1-c1ccc(F)cc1	18	5	5	-18	-8	-8	-16	-4	-22	6	-1
CC(c1ccccc1)N1CCn2c(nc3cc(NC(=O)NC4CCCCC4)ccc32)C1 (stereo unspecified)	-2	-47	1	2	5	-28	-30	4	-2	-12	-23
O=C(NN=C1c2ccccc2-c2ccccc21)c1ccccn1	18	-63	-91	-32	0	-54	-16	-10	.	.	7
Cn1c(=O)[nH]c(=O)c2c1nc(OC(=O)c1ccccc1)n2CC(O)COc1ccccc1 (stereo unspecified)	-31	-3	9	10	5	-10	-1	-4	-12	17	12
COc1ccc(NC(=O)CN(C)S(=O)(=O)c2ccc3c(c2)CC(C)N3C(C)=O)c(OC)c1 (stereo unspecified)	5	-28	-16	6	5	11	0	-14	2	0	2
COc1ccc(-c2nn(-c3ccccc3)cc2C2CC(c3cccs3)=NN2C(=O)CCC(=O)O)cc1 (stereo unspecified)	-20	15	-1	10	-3	-7	3	-6	15	5	-1
CCOC(=O)CSc1nc(N)nc(C)c1Cl	-4	-12	-11	-11	-9	-12	-43	-2	-1	18	1
COc1ccccc1-c1noc2c1C(=O)N(Cc1cn(-c3ccccc3)nn1)CC2	2	1	24	2	.	-5	12	-4	17	20	.
CN1C(=O)C(C)(C)c2cc(S(=O)(=O)NCC3CCC(C(=O)NCc4ccccc4)CC3)ccc21 (stereo unspecified)	0	18	-2	-14	-14	11	-11	-8	-12	4	-5
Cc1ccc(N(C(=O)c2ccncc2)C2C=CS(=O)(=O)C2)cc1 (stereo unspecified)	-13	17	1	4	1	11	-21	-8	-28	-12	3
COc1ccc(N(CCC#N)S(=O)(=O)c2ccc(Cl)cc2)cc1	8	-18	1	4	-3	1	7	6	-8	-4	2
NCc1csc(Nc2ccc(C(=O)c3ccccc3)cc2)n1	23	-1	-20	-9	.	7	-1	-4	17	-6	.
COc1ccc(OC)c2c1sc(=NC(=O)C(C)C)n2C	-9	-5	6	-3	3	-4	-11	-4	-6	1	8
O=C(NC(=S)NNC(=O)c1ccccc1O)c1cccs1	16	16	-18	-12	-3	9	-5	-6	-35	-13	7
Cc1ccc(C(=O)N/C(=C\c2cn(C)c3ccccc23)C(=O)NCCCN2CCOCC2)cc1	6	5	-28	1	6	17	-20	-11	-28	-8	-5
O=C(O)/C=C/C(=O)NC1CC1	1	11	23	-3	0	-3	-14	7	-20	3	2
COc1ccc(C2=Nc3ccccc3N(C(=O)c3ccc4c(c3)OCO4)C2C(=O)Nc2c(C)cccc2C)cc1 (stereo unspecified)	-6	.	.	.	.	-55	.	-10	-19	-23	.
CCOC(=O)C1CCN(C(=O)COC(=O)CNC(=O)c2ccc(C(C)(C)C)cc2)CC1	-11	-2	-19	12	6	3	17	2	-10	3	4
O=c1[nH]c(=O)n(Cc2ccccc2)c2c1CCC2	-4	-9	0	1	0	9	9	-3	-24	-19	1
COC(=O)c1ccc(OCC(O)CN(CCO)CCO)cc1 (stereo unspecified)	2	3	5	1	-2	1	0	-3	-20	6	-5
CCN(CC)C(=O)Cn1c(=O)n(-c2ccccc2)c(=O)c2c3c(sc21)CCC3	-10	9	-14	-28	-9	2	-4	-13	5	-10	8
NC(=O)COc1ccc(/C=C2\C(=O)ON=C2c2ccccc2)cc1	3	-2	13	-11	-11	1	-19	-4	-6	-20	-1
Cc1nn(C)cc1CNC(=O)Nc1ccc(Cl)cc1	6	-8	-47	-32	0	-41	-40	0	-43	-12	-5
CCC(c1nnnn1Cc1ccccc1)N1CCN(C/C=C/c2ccccc2)CC1 (stereo unspecified)	10	-21	0	14	.	11	-34	6	-28	8	.
CCOc1ccc(-n2c(=S)sc3c(=O)[nH]c(SCC(=O)NC(C)CC)nc32)cc1 (stereo unspecified)	-41	18	-1	25	-8	-30	-7	-1	0	9	0
O=C(NN1CCOCC1)c1ccccc1	12	18	13	-6	-1	2	2	-5	-18	17	-3
O=C(NCc1ccccc1)c1cc(-c2ccncc2)nc2ccccc12	-6	-35	6	-6	1	25	2	-14	26	-7	-7
COC(=O)Nc1ccc2ccc3c(NC(=O)OC)ccc4ccc1c2c43	4	12	-41	-3	-4	26	1	1	-4	-12	-3
NC(=O)c1ccc(NC(=O)CCN2C(=O)c3ccccc3C2=O)cc1	-5	4	-6	-6	4	-4	16	-3	-25	-22	3
O=C1CCCC[C@@H](CO)[C@H](O)C[C@H](c2ccccc2)O1	-18	3	-2	.	.	-6	.	-9	-3	12	.
O=C(CSc1nnnn1C1CCCCC1)Nc1cccc(NC(=O)c2ccco2)c1	14	5	-1	1	6	19	3	3	-54	0	-8
COc1ccc(N/C=C/C(=O)c2cc(OC)c(OC)c(OC)c2)cc1	26	-4	4	-28	11	27	-20	-3	-12	-9	15
CCn1c(SCC(=O)c2[nH]c(C)c(C(C)=O)c2C)nnc1-c1cccs1	5	40	34	20	-6	18	18	-6	-8	52*	12
CC(C)C1C(=O)N(Cc2cn(Cc3ccco3)nn2)CCS(=O)(=O)N1Cc1ccc(-c2cccc(N(C)C)c2)cc1 (stereo unspecified)	3	-4	-7	-14	-19	-7	-4	-13	-3	6	1
CC[C@]12c3[nH]c4cc(CCC(=O)N(C)C)ccc4c3CCN1C(=O)[C@@H](CC(=O)NCc1ccc(OC)c(OC)c1)C[C@@H]2C(=O)N1CCN(C(=O)C2CC2)CC1	-16	-9	-14	-3	-8	11	-7	-1	-17	10	-4
O=C(c1ccc(CSc2ccc(Cl)cc2)cc1)N1CCCC1	14	-14	-28	-36	6	-51	-27	-13	-26	1	-10
O=C(O)/C=C\C(=O)Nc1ccccc1C(=O)NCc1ccccc1	7	11	9	7	-3	-5	-2	-8	-3	8	-3
CCOC(=O)c1c(-c2ccccc2Cl)csc1NC(=O)CSc1nc(C)cc(=O)[nH]1	-2	12	59*	3	8	2	8	3	-4	10	2
Cc1cc(C)cc(-n2ncc3c2CCCC3NC(=O)CCCn2cncn2)c1 (stereo unspecified)	-9	-4	11	13	-18	-22	4	-13	3	-5	-15
NC1=NC(=Nc2cccc(S(=O)(=O)N3CCOCC3)c2)c2ccccc21	-13	18	7	12	-4	7	1	4	-5	-4	-7
O=C(COc1ncnc2sccc12)Nc1ccc2c(c1)OCCO2	4	-3	-15	-16	1	-3	-11	8	-27	-16	0
CC(=O)Nc1ccc(N/C=C2/CCCC2=O)cc1	-12	5	-3	-9	2	-4	-21	1	-14	-24	2
Cc1cc(C(=O)Nc2cccc(S(=O)(=O)N3CCCC3)c2)c2ccccc2n1	-1	5	1	13	-2	10	-18	-3	-11	-20	-7
COc1cc(-c2ccc3oc(-c4ccsc4)cc(=O)c3c2)cc(OC)c1OC	36	25	20	7	-5	14	15	6	-2	4	23
COc1ccc(CN2CCCC(C(=O)N(C)Cc3ccccc3)C2)cc1OC (stereo unspecified)	6	-35	6	9	2	15	6	2	11	-5	3
COc1cc(C2CC(=O)Oc3cc(O)ccc32)cc(OC)c1OC (stereo unspecified)	1	-21	-18	-2	-6	12	-7	5	11	11	7
Cc1nnc(SCC(N)=O)n1CCc1ccccc1	-21	-12	3	-5	-14	-4	-5	0	-7	3	10
O=C(CSC1=NS(=O)(=O)c2cc(F)ccc2N1)NCc1ccccc1	-25	-10	-3	10	0	2	-11	-8	30	-7	3
O=C(Cn1cnc2ccccc2c1=O)OCC(=O)c1ccc2c(c1)OCCO2	-16	1	-5	1	1	-10	-20	0	-7	-7	0
CC(C)(C)NC(=O)c1ccc(Cn2cc(C(F)(F)F)ccc2=O)cc1	2	8	10	-1	-9	7	-7	8	-4	8	8
CCc1ccc(N(C(=O)C(F)(F)F)C(C(=O)NC2CCCCC2)c2ccncc2)cc1 (stereo unspecified)	13	-7	14	5	-5	9	-32	0	0	1	6
COC(=O)c1c(NC(=O)C2C3CCC(O3)C2C(=O)O)sc2c1CCCCCC2 (stereo unspecified)	2	0	11	10	-8	8	3	-8	0	4	7

Following part:
SMILES	C8 TRAIL sens	TWEAK Fn14 block	TROY NFkB inh	NCOA3 inh	TLR9-MyD88 inh	LRH-1 inv ag	NCOA1 inh	NOD2 RIPK2 PPI	NCOA2 inhibitor	NR2F2 inh	EBV LMP1 NFkB
CCCS(=O)(=O)NC(=O)C1(C)CCCN(C(=O)C2(c3ccc(Cl)cc3)CCCC2)C1 (stereo unspecified)	-3	14	5	-3	.	16	1	-17	27	1	.
COC(=O)CNC(=O)c1cccc(-c2ccc(OC)cc2)c1	-1	-5	-19	-2	4	1	-7	-9	-14	-2	-20
Cc1c(C=O)c2ccccc2n1CCOc1ccccc1	-4	-13	-4	-11	-7	-1	-9	-4	16	23	0
O=C(Cc1cccs1)Nc1cccc([N+](=O)[O-])c1	-14	6	-24	-18	6	-6	-14	7	17	-21	-8
CCc1ccccc1NC(=O)Nc1cccn(Cc2ccccc2F)c1=O	-2	4	-11	4	1	-9	-17	9	-23	10	-4
CCOc1ccccc1NC(=O)CN1C(=O)COc2ccc(S(=O)(=O)N3CCOCC3)cc21	5	-8	-15	8	6	2	-6	0	2	2	1
c1ccc(C2=NN(c3ccccc3)C(c3ccco3)C2)cc1 (stereo unspecified)	0	-26	-57	-10	-5	-13	-7	2	-9	15	-7
OC1CCCN(CC(O)COC(c2ccc(F)cc2)c2ccc(F)cc2)C1 (stereo unspecified)	-7	11	-10	-11	2	1	-15	1	1	-17	10
